MEKK2 mut-MEK5: signal of MEK5 binding to mutant human MEKK2 PB1 domain | AID 1530 | hit rate 0.35% among 290,000 | bead flow cytometry, Alexa488-MEK5 binding to MEKK2 mutant | percent response, % at 10 µM; in the data active means percent response above about 24%, passing the limit was not always enough; further: inactives centre near 1; some results filed as inactive read as strong as hits; reference of the scale not given here
MEKK2 WT-MEK5: raises or lowers MEK5 binding to wildtype human MEKK2 PB1 domain; Q9Y2U5; bead flow cytometry, Alexa488-MEK5 binding to MEKK2 WT; actives lie on both sides; binding response (% of control), % at 10 µM; hit rate 1.1% among 290,000; AID 1531; in the data active means binding response below about 67% or above about 130%
NALP1 yeast inh: inhibitors of NALP1 inflammasome in yeast; AID 2071; hit rate 0.61% among 280,000; S. cerevisiae NALP1/ASC/caspase-1 growth, X-gal OD620, 72 h; inhibition, % at 10 µM; in the data active means inhibition mostly above about 24%, no sharp cut-off; inactive means mostly below about 32%; further: some compounds called inactive have numbers as strong as hits
GalR3 antag: blocks the human galanin receptor 3; hit rate 0.44% among 360,000; O60755; HEK293 GalR3-CNG cAMP membrane potential fluorescence; galR3 body fused to GalR1 C-terminus; inhibition, % at 3 µM;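 active means inhibition above the screen-wide average plus 3 SD, cut at about 13% in these data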;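 further: forskolin and galanin both at EC90 stimulate the cells; cAMP rise reported by CNG channel membrane potential dye signal; 0% = forskolin plus galanin with DMSO and 100% = forskolin alone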
Target sequence (O60755 1-299 limits assumed): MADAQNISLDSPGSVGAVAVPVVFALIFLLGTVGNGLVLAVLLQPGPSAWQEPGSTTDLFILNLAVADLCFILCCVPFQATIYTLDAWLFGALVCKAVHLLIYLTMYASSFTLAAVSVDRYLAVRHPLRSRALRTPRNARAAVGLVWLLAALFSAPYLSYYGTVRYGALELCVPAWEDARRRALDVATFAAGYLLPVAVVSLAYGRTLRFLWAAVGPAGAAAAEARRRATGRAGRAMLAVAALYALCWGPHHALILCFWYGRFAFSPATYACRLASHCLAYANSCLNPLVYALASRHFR
MEKK3 PB1 HTS: modulators (inhibitors or enhancers) of MEK5 binding to human MEKK3 PB1 domain; Q99759; bead-based flow cytometry, Alexa488-MEK5 binding to MEKK3; actives lie on both sides; 0 = blocked by unlabeled MEK5, 100 = vehicle; binding response (% of control), % at 10 µM; hit rate 1.4% among 290,000; AID 1529;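 active means binding response more than 3 SD above or below the average of its plate-row segment, actives on both sides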;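 further: Alexa488 bead fluorescence after subtracting the streptavidin-only scavenger bead signal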
Target sequence (Q99759 whole entry, looked up, the tested form may be a part): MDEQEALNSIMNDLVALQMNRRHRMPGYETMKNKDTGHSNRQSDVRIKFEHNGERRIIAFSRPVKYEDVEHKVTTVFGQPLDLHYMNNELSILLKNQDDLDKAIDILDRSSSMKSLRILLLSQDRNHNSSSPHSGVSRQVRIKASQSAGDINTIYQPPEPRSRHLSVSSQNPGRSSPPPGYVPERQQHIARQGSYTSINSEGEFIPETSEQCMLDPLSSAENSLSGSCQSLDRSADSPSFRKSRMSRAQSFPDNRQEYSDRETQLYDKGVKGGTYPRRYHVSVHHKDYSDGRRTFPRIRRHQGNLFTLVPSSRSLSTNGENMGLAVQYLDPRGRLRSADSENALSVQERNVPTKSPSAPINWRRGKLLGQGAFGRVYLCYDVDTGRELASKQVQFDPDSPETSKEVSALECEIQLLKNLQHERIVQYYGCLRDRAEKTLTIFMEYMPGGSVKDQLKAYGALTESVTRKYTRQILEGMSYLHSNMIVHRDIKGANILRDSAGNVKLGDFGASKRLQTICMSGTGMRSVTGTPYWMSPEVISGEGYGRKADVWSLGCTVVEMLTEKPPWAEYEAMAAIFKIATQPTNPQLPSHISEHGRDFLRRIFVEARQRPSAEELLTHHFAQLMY
PHOSPHO1 inh: PHOSPHO1 (human) inhibition. hit rate 1.1% among 290,000. recombinant PHOSPHO1, absorbance phosphatase assay. inhibition, % at 13.3 µM. AID 1565; in the data active means inhibition above about 60%
GPR7 antagonist: blocks human GPR7 receptor signaling | hit rate 1.1% among 290,000 | AID 1861 | P48145 | GPR7-expressing cells, fluorescence antagonist assay | inhibition, % at 4.4 µM; in the data active means inhibition above about 16%, passing the limit was not always enough;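 further: cells stimulated with the agonist NPW; 0% = agonist with vehicle and 100% = vehicle without agonist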
V1R ag counter: counter-screen for oxytocin receptor agonists: human V1a receptor agonists | hit rate 0.25% among 320,000 | AID 2797 | CHO-V1R cells, Fluo-8 calcium fluorescence, agonist mode; 0% DMSO, 100% 3 nM vasopressin | activation, % at 3 µM;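 active means activation above the mean activation of all tested compounds plus 3 SD, per screening run, cut at about 20% in these data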;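 further: signal is peak over basal fluorescence ratio across a 100 second FLIPR read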
OXTR agonist: agonists of human oxytocin receptor. P30559. CHO-OTR cells, Fluo-8 calcium fluorescence; normalized: DMSO 0%, oxytocin 100%. activation, % at 3 µM. hit rate 0.32% among 320,000;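 active means activation above the mean of all tested compounds plus 3 SD, cutoff set per screening run, cut at about 20% in these data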;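 further: peak over basal fluorescence ratio from a 100 s FLIPR kinetic read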
The depositor's hits bear a star; nt = not tested or not shown; & = joins results of further samples. Not all compounds are listed; rates above refer to the full screens.

SMILES	MEKK2 mut-MEK5	MEKK2 WT-MEK5	NALP1 yeast inh	GalR3 antag	MEKK3 PB1 HTS	PHOSPHO1 inh	GPR7 antagonist	V1R ag counter	OXTR agonist
COC(=O)c1ccc(CC(C(=O)c2ccccc2)N(C)C)cc1 (centres undefined)	3	103	-5	-8	104	23	9	-0.2	-1.4
Cc1nccc2c1[nH]c1ccccc12	2	101	-1	-9	101	11	-2	1.3	0.9
O=C(CN1CC(c2ccccc2)CC1=O)Nc1ccc(F)cc1 (centres undefined)	-4	88	24	-3	88	0	2	0.8	1.3
O=C1CC(N2CC=C(c3ccc(F)cc3)CC2)C(=O)N1c1ccc(F)cc1 (centres undefined)	3	98	-4	-4	103	23	12	0.2	0.7
CNCCCc1ccccc1	0	99	16	-3	104	54	5	0.5	1.0
CCCCNS(=O)(=O)c1ccc(OCC(=O)N2CCN(Cc3ccc4c(c3)OCO4)CC2)cc1	-3	100	-4	14*	94	61*	4	14	9.8
CSCCC(N=Cc1c(O)n(-c2ccc(F)cc2)c(=O)[nH]c1=O)C(=O)OC(C)(C)C (centres undefined)	0	104	12	-6	100	5	11	0.6	0.1
NS(=O)(=O)OC(CCc1ccccc1)C(Cl)(Cl)Cl (centres undefined)	-5	90	10	-4	94	-2	-13	-0.5	-0.4
COc1cc([C@@H]2c3cc4c(cc3[C@@H](OC)[C@H]3COC(=O)[C@H]23)OCO4)cc(OC)c1O	2	105	nt	-9	93	18	nt	0.9	0.6
COc1ccc(O)c(CN2CCCC(C(=O)c3sccc3C)C2)c1 (centres undefined)	-3	104	4	1	98	-7	-3	-0.8	-1.6
CCOC(=O)C(O)(c1ccc(NC(=O)c2ccc(Cl)c(Cl)c2)cc1)C(F)(F)F (centres undefined)	-2	101	-13	2	103	16	-15	0.8	-1.2
CCCCn1c(O)c(C(CC)=NCc2ccc(F)cc2)c(=O)[nH]c1=O	2	100	12	-4	103	41	-16	4.2	3.8
COc1ccc(CC2C(=O)N(C)C(=O)N(C)C2=O)c(OC)c1	nt	nt	44	-2	nt	22	-4	-0.2	0.0
O=C(c1cccc(C(F)(F)F)c1)C1CCCN(Cc2ncc[nH]2)C1 (centres undefined)	-7	88	7	-2	102	-22	0	0.7	0.0
O=C(COC(=O)Cc1ccccc1)Nc1ncc(Cl)cc1Cl	22	103	11	0	103	-5	-3	-0.9	-0.2
CSc1ncc(CN2CCCC(C(=O)c3ccccc3SC)C2)cn1 (centres undefined)	-2	96	1	-4	102	24	-5	-1.2	-0.3
COc1ccccc1NC1=NCCS1	6	108	21	-4	105	-9	-21	-0.7	0.9
NCCNc1ccc([N+](=O)[O-])c2cccnc12	-2	99	0	-5	93	-7	-10	0.0	0.7
Cc1ccccc1NS(=O)(=O)c1ccc(OCC(=O)N2CCN(C)CC2)cc1	6	100	9	-3	96	-2	-9	0.8	0.8
Cc1cc(OCCN2CC2)c2ccccc2n1	15	141*	3	nt	93	32	-7	-0.2	0.4
Nc1ncnc2c1ccn2[C@@H]1O[C@H](CO)[C@@H](O)[C@H]1O	0	101	nt	-6	101	nt	nt	0.6	1.4
CC(C)(C)[C@]1(O)C[C@@H]2OC(=O)C[C@@]23C(=O)O[C@@H]2OC(=O)[C@H](O)[C@]213	6	97	14	1	110	8	-4	0.0	0.1
Cc1ccccc1-n1c(O)c(/C=N/NC(=O)c2ccncc2)c(=O)[nH]c1=O	0	103	-36	-4	100	28	0	-2.0	-0.6
O=c1c2ccccc2nc(Cc2cccc([N+](=O)[O-])c2)n1-c1ccc(O)cc1	6	109	3	11	108	16	-10	0.8	1.3
C=CCn1c(O)c(C(CC)=NCCC2=CCCCC2)c(=O)[nH]c1=O	-5	96	12	-4	99	-10	-12	1.4	-1.5
Cc1cccc(NC(=O)N2CC3CC(C2)c2cccc(=O)n2C3)c1 (centres undefined)	4	106	7	-2	102	42	-19	0.0	-0.8
Cc1cccc(N2C(=O)CC(=O)NC2=O)c1	1	100	17	-1	98	-6	-7	0.6	-0.1
O=c1[nH]c(=O)n(Cc2ccc(F)cc2)c(O)c1C=NCCN1CCCCC1	1	99	9	-6	101	-17	-4	-0.4	2.9
CN1CCN(c2nc3ccccc3o2)CC1	-22	75	nt	2	86	24	-4	0.6	1.0
CNCC(O)c1cc(F)c(OCc2ccccc2)c(OCc2ccccc2)c1F (centres undefined)	13	141*	nt	-2	103	nt	nt	3.0	4.7
CCn1cc(C=C2C(=O)N(C)C(=O)N(C)C2=O)c2ccccc21	1	106	19	-9	106	19	32*	0.6	-0.2
Cn1cc(Br)c(C(=O)Nc2ccc3c(C(F)(F)F)cc(=O)oc3c2)n1	-1	99	-6	-3	103	3	6	nt	nt
CCOc1cccc(=NC2CCCCC2)c2c(C)n(C)c(C)c12	9	113	-1	-6	106	-21	-2	5.7	2.1
COc1ccc(/C=C2/C(=O)NC(=O)N(c3ccc(C)c(C)c3)C2=O)cc1CN1C(=O)c2ccccc2C1=O	-1	91	30	2	128	-9	13	0.0	-0.6
N#CC1(c2ccccc2)CCN(C2CC(=O)N(c3ccc(F)cc3)C2=O)CC1 (centres undefined)	3	110	18	-6	104	38	-14	2.1	1.4
COC(=O)C(C)Oc1cc(C)cc2oc(=O)c3c(c12)CCC3 (centres undefined)	0	96	-15	-5	95	1	-6	3.6	-3.1
Cc1cc(/C=C2/C(=O)NC(=O)N(Cc3ccco3)C2=O)c(C)n1-c1ccccc1	-1	96	15	-8	101	-2	-2	1.8	0.2
COC(=O)C1C=C2c3cccc4[nH]cc(c34)CC2N(C)C1 (centres undefined)	-29	68	nt	nt	71	30	5	nt	nt
CN(C)C(Cc1ccccc1)C(=O)c1cccs1 (centres undefined)	-5	83	-8	nt	83	7	3	nt	nt
O=C(O)C(O)(c1ccccc1)C1CCCCC1 (centres undefined)	6	101	-14	-7	101	nt	-16	1.1	0.9
O=C(COc1ccc(Cl)cc1)N1CCN(Cc2ccccc2)CC1	9	113	-36	-2	119	5	4	-0.3	15
CCCCn1c(N)c(C(=O)OCCOC)c2nc3ccccc3nc21	11	115	nt	-5	111	18	9	-1.5	-1.2
CCCCOc1ccc(C(C)=O)cc1Cc1c(O)[nH]c(=S)[nH]c1=O	3	100	14	-9	106	8	-2	0.0	0.1
CCOC(=O)c1c(C)n(Cc2ccco2)c2c1cc(O)c1ccccc12	-2	95	9	-4	106	14	8	-1.9	-0.6
CN1C(=O)C(=Cc2ccc(N3CCOCC3)c([N+](=O)[O-])c2)C(=O)N(C)C1=O	-9	89	-24	nt	92	34	-5	0.2	0.2
Cc1ccc(-c2nn(Cc3ccccc3)cc2C(=O)O)cc1	-28	80	nt	-6	88	24	-6	-0.1	0.5
OC(c1ccccc1)(c1ccccc1)C1CCCN1 (centres undefined)	3	101	13	-8	111	28	-13	2.6	2.1
CN1C(=O)N(C)C(=O)C2(Cc3ccccc3N3CCOCC32)C1=O (centres undefined)	-1	99	12	-3	103	-20	-8	0.5	0.5
O=c1[nH]c(=O)n(Cc2ccccc2)c(O)c1C=NCCN1CCOCC1	3	85	2	-1	76	-23	-8	0.5	-0.4
CCN1CCN(Cc2cc(Br)cc(Br)c2O)CC1	-16	71	26	-6	54	12	-2	2.5	2.5
Cc1cccn2c(NCC3CCCO3)c(C(C)C)nc12 (centres undefined)	-6	99	-9	-5	94	-2	-11	-0.3	-0.3
Cc1ccc2nc(N3CCN(C)CC3)[nH]c2c1	8	117	23	-4	119	6	7	-1.8	-0.3
COc1cc(C=C2C(=O)NC(=O)NC2=O)ccc1OCc1ccc([N+](=O)[O-])cc1	-9	80	4	-4	101	-4	-1	nt	nt
CC(C)CCP(=O)(O)c1ccccc1	9	101	-12	-5	101	-12	-8	1.5	0.3
CC1CCC[C@H](O)CCCCCc2cc(O)cc(O)c2C(=O)O1 (some centres undefined)	1&1	96&101	0&20	4	102&85	32&-4	-3&-5	6.4	4.7
O=P(Nc1ccccc1)(Nc1ccccc1)Oc1ccccc1	-3	90	16	-3	92	33	-3	0.7	0.6
Cc1cc(C)c(C(=O)CN2CCOCC2)c(C)c1	1	101	-1	2	101	28	-10	-0.9	1.2
CCCNC(=O)N1[C@H]2CC[C@@H]1C(C(=O)OC)=C(c1cc3ccccc3s1)C2	-1	96	nt	-3	99	nt	nt	0.5	0.7
CCc1ccc(N2C(=O)NC(=O)/C(=C\c3cccn3CCOc3ccc(C(C)C)cc3)C2=O)cc1	-1	98	9	1	102	1	-8	0.5	-0.5
Cc1ccc(OCC(=O)N2CCCC(N3CCN(c4ccc(F)cc4)CC3)C2)cc1 (centres undefined)	6	102	5	-7	103	34	-13	1.6	0.9

Additional compounds follow.
SMILES	MEKK2 mut-MEK5	MEKK2 WT-MEK5	NALP1 yeast inh	GalR3 antag	MEKK3 PB1 HTS	PHOSPHO1 inh	GPR7 antagonist	V1R ag counter	OXTR agonist
CCOC(=O)C1=C(NC(=S)NC(=O)c2ccccc2)c2ccccc2CC12CCCC2	-6	94	0	-4	93	3	6	nt	nt
O=c1[nH]c(=S)[nH]c(O)c1N=Nc1ccc2c(c1)OCCO2	-7	100	7	-4	96	32	-18	2.3	1.0
Cc1cc(=O)oc2cc(OCC(=O)N3CCC(C(=O)O)(c4ccccc4)CC3)ccc12	3	98	22	-1	98	13	-6	1.2	0.5
N#CC(C#N)=Cc1cccnc1	-1	99	26	2	105	39	-4	-0.7	0.3
Cc1ccc(NP(=O)(c2ccccc2)c2nc3ccccc3s2)cc1 (centres undefined)	-2	95	-6	8	101	-20	-12	-0.5	-1.7
CCCCn1c(=O)c(C(=O)Nc2ncccc2C)c(O)c2ccccc21	3	106	9	-8	105	14	-16	39*	36*
CCOC(=O)C(O)(c1ccc(N(CC)C(=O)COc2ccccc2)cc1)C(F)(F)F (centres undefined)	-1	98	14	nt	97	-18	16	2.8	-0.3
CCOP(=O)(OCC)C(NC(C)=O)C(Cl)(Cl)Cl (centres undefined)	3	105	-5	-4	102	-11	10	-0.5	0.1
CC(C)(C)n1cc(C(=O)c2ccccc2)cc1-c1ccccc1	3	99	4	-9	106	7	-10	-1.4	-2.1
Clc1cccc(CN2CCCCC2c2cccnc2)c1 (centres undefined)	2	102	33	-1	101	-3	-9	-1.0	-1.4
COc1ccc(CC2(CCc3ccncc3)C(=O)NC(=O)NC2=O)cc1	-8	85	9	-4	85	3	-3	0.2	-0.1
COc1cc(OC)c(OC)cc1CNCCc1cccc(F)c1	10	103	22	-9	104	23	-6	0.1	-0.6
CCOC(=O)C1(CCOc2ccccc2)CCN(C2Cc3ccccc3C2)CC1	0	105	8	-7	103	41	-5	0.3	0.7
Cc1cccnc1NC1=NCC(C)S1 (centres undefined)	3	104	27	3	101	-14	-9	-0.2	-0.1
CC(C(=O)O)N(C(=O)c1ccccc1)c1ccc(F)c(Cl)c1 (centres undefined)	-12	88	-6	2	91	29	-9	0.4	0.2
O=c1[nH]c(=O)n(Cc2ccccc2)c(O)c1C=NCCN1CCNCC1	-1	102	14	-3	97	-4	9	0.9	1.0
O=C1NC(=S)N(c2ccc(F)cc2)C(=O)/C1=C/c1ccco1	0	94	-3	nt	98	-29	-16	0.1	1.6

Record cards, from the list above. Screens in order: MEKK2 mut-MEK5 | MEKK2 WT-MEK5 | NALP1 yeast inh | GalR3 antag | MEKK3 PB1 HTS | PHOSPHO1 inh | GPR7 antagonist | V1R ag counter | OXTR agonist
Shown for Cc1cc(=O)oc2cc(OCC(=O)N3CCC(C(=O)O)(c4ccccc4)CC3)ccc12 : 3 | 98 | 22 | -1 | 98 | 13 | -6 | 1.2 | 0.5
Shown for CCOC(=O)C(O)(c1ccc(N(CC)C(=O)COc2ccccc2)cc1)C(F)(F)F (centres undefined) : -1 | 98 | 14 | nt | 97 | -18 | 16 | 2.8 | -0.3
Shown for COc1ccc(CC2(CCc3ccncc3)C(=O)NC(=O)NC2=O)cc1 : -8 | 85 | 9 | -4 | 85 | 3 | -3 | 0.2 | -0.1
